Bioassay records deposited in PubChem by several laboratories.
NR5A2 inv ag = LRH-1 (NR5A2) inverse agonists, primary screen, cell-based, luminescence, HEK293T, StAR-luciferase reporter. inhibition, % at 3.6 µM. actives 0.13% (n = 360,000). LRH-1 transfected, 24 h. Nuclear receptor subfamily 5 group A member 2 (Homo sapiens), O00482. AID 602396, 2012;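 active = inhibition above the mean inhibition of all tested compounds plus 3 SD, cut at about 73% in these data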;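 note: 0% = DMSO wells and 100% = reporter-only cells lacking LRH-1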
NOD2-RIPK2 inh = NOD2-RIPK2 binding disruptors in cells, primary screen, fluorescence, CHO cells, BLA complementation; Receptor-interacting serine/threonine-protein kinase 2 (Homo sapiens), O43353; CCF4 ratio; inhibition, % at 4.98 µM; actives 0.38% (n = 360,000); AID 624267, 2012; in the data active = inhibition above about 21%;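 note: 0% = vehicle only and 100% = reference blocker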
ABHD5-PLIN5 inh = ABHD5-PLIN5 interaction inhibitors, primary screen, cell lysate, split luciferase complementation, luminescence; actives 0.78% (n = 360,000); inhibition, % at 4 µM; Split G. princeps luciferase complementation, 4 h;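 active = inhibition above the mean inhibition across every tested compound plus 3 SD, cut at about 22% in these data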;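 note: 0% = DMSO only wells and the 100% control is not disclosed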
NR2F2 inh = NR2F2 transcriptional activity inhibitors, primary screen, cell-based, luciferase reporter, HEK293T, luminescence; COUP transcription factor 2 (Homo sapiens), P24468; HEK293T NGFI-A luciferase reporter; inhibition, % at 8.6 µM; actives 0.7% (n = 370,000); AID 686940, 2013;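 active = inhibition above a per-plate cutoff, mean inhibition of test wells between control levels plus 3 SD, cut at about 38% in these data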;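 note: cells cotransfected with COUP-TFII expression vector driving the NGFI-A reporter; 0% = median of COUP-TF2 test wells and 100% = reporter-only cells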
SRC3 inh = SRC3 coactivator transcriptional activity inhibitors, primary screen, cell-based, luminescence; HEK293 GAL4-SRC3 luciferase reporter; inhibition, % at 3.6 µM; actives 0.17% (n = 360,000);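 active = inhibition above a per-campaign cutoff, the mean of all compounds plus 3 SD, cut at about 60% in these data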;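 note: 0% = DMSO-treated cells and 100% = gossypol-treated cells at 36 µM; higher means less SRC3-driven luciferase light from the GAL4 reporter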
MC4R barr agon = MC4R agonists recruiting beta-arrestin, primary screen, cell-based, luminescence, agonist arm of biased-ligand search. Melanocortin receptor 4 (Homo sapiens), P32245. U2OS MC4R beta-arrestin complementation; percent of melanotan II response, DMSO zero. activation, % at 8.9 µM. actives 0.98% (n = 360,000). AID 540308, 2011;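 active = activation above a per-plate cutoff, the mean activation of sample wells on that plate plus 3 SD, cut at about 8% in these data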
MC4R antagonist = MC4R antagonists of cAMP signaling, primary screen, cell-based, TR-FRET, antagonist arm of biased-ligand search. MC4R-expressing cells, MTII-stimulated cAMP, LANCE TR-FRET. inhibition, % at 6.5 µM. actives 0.48% (n = 360,000);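 active = inhibition above its plate's cutoff, the mean of tested wells on that plate plus 3 SD, cut at about 29% in these data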;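 note: 0% = Melanotan II alone and 100% = Melanotan II plus saturating MCL0020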
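Assay system: U2OS-MC4R stable cell line; Also added: Melanotan II; Technique: Eu-cAMP/anti-cAMP TR-FRET, emission 671 nm; Times: 30-min compound, 1-h challenge, 1-h detection, room temperature.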
TLR9-MyD88 block = inhibitors of TLR9-MyD88 association in cells, primary screen, cell-based, CHO, BLA complementation, fluorescence; CCF4 FRET ratio; actives 0.21% (n = 340,000); Toll-like receptor 9 (Homo sapiens) + Myeloid differentiation primary response protein …; inhibition, % at 4.98 µM;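 active = inhibition above the mean over all tested compounds plus 3 SD, cut at about 21% in these data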;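 note: 0% = DMSO only wells and 100% = clavulanate BLA inhibitor control wells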
NCOA1 inh = SRC1 coactivator transcriptional activity inhibitors, primary screen, cell-based, luminescence | Nuclear receptor coactivator 1 (Homo sapiens), Q15788 | HEK293 GAL4-SRC1 luciferase reporter | inhibition, % at 3.6 µM | AID 588354, 2011 | actives 0.12% (n = 360,000);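 active = inhibition above the campaign mean plus 3 SD, with each screening campaign given its own cutoff, cut at about 60% in these data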;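 note: 0% = DMSO treated cells and 100% = gossypol at 36 µM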
NCOA2 inhibitor = inhibition of GAL4-SRC2 driven luciferase reporter, primary screen, SRC2 inhibitor project, cell-based, luminescence; Nuclear receptor coactivator 2 (Homo sapiens), Q15596; HEK293 GAL4-SRC2 luciferase reporter; inhibition, % at 9 µM; actives 0.17% (n = 370,000); AID 651957, 2012;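 active = inhibition above the mean inhibition of all tested compounds plus 3 SD, set per campaign, cut at about 52% in these data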;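 note: 0% = DMSO treated cells and 100% = cells given Gossypol at 36 µM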
Target sequence (Q15596 whole entry, looked up, the tested form may be a part): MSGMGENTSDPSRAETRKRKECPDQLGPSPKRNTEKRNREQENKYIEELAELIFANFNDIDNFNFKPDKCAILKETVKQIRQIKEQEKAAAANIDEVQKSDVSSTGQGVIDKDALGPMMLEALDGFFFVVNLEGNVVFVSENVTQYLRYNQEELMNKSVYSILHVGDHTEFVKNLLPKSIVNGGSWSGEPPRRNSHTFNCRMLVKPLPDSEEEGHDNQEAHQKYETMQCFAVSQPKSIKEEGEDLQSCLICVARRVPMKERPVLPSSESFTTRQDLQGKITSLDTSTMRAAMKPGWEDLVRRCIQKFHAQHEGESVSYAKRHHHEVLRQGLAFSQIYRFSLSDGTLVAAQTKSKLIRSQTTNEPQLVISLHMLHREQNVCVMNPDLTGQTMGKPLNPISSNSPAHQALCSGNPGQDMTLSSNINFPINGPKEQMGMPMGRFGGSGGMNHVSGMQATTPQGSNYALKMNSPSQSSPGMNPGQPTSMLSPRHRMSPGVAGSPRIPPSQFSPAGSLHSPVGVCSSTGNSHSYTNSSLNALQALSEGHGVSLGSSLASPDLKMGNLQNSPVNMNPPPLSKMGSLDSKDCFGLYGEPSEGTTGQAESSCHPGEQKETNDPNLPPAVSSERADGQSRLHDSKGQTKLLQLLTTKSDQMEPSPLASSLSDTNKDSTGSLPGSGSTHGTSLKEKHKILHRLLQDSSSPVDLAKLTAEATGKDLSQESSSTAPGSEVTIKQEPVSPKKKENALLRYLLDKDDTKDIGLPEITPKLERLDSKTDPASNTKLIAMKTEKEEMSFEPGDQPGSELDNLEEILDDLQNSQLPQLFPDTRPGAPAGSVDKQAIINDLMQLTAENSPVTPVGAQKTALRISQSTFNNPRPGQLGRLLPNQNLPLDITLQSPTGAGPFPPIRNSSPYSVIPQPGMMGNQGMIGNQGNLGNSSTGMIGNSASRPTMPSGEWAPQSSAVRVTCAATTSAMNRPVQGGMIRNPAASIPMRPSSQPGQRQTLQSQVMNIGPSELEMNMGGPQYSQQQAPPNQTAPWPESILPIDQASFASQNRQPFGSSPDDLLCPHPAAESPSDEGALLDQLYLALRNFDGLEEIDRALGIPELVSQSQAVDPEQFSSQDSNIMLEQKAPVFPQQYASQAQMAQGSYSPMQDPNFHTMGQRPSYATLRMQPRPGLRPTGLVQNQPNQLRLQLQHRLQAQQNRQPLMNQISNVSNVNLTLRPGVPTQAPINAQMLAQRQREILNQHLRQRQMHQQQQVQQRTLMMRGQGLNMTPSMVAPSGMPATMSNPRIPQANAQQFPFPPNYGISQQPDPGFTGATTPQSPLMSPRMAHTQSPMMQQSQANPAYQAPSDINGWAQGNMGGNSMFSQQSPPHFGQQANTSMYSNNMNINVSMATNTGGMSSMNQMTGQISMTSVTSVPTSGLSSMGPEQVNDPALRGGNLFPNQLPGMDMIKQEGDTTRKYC
EBV LMP1 NFkB = EBV LMP1-driven NF-kappaB luciferase reporter inhibitors, primary screen, cell-based, luminescence, single point. LMP1-induced NF-kappaB luciferase reporter cells. inhibition, % at 12.5 µM. actives 0.69% (n = 350,000); in the data active = inhibition above about 41%;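 note: 0% = neutral control wells and 100% = reference inhibitor control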
Numbers without * were called inactive; . = not tested or not shown.

The opening five records, ahead of the listing:
1: Cc1ccc(C(OC(=O)c2ccco2)C(=O)NC2CCCCC2)cc1 (stereo not given)
2: COc1ccc(CNC(=O)CN(c2ccccc2OC)S(=O)(=O)c2cccs2)cc1
3: CC1c2cc3c(cc2CCN1CC(=O)Nc1ccccc1)OCCCO3 (stereo not given)
4: CCOC(=O)C1=CN(Cc2cccc(F)c2)S(=O)(=O)N(C)C1CCc1ccccc1 (stereo not given)
5: CCC(CC)c1nnc(NC(=O)CCc2ccccc2)s1

assay / compound,1,2,3,4,5
NR5A2 inv ag,3,-24,17,21,1
NOD2-RIPK2 inh,-4,-6,4,1,-2
ABHD5-PLIN5 inh,2,-9,0,-10,1
NR2F2 inh,8,-3,10,1,-12
SRC3 inh,-15,9,17,9,5
MC4R barr agon,2.5,-2.6,0.9,-1.1,1.4
MC4R antagonist,8,19,13,2,1
TLR9-MyD88 block,-6,-4,5,-7,-11
NCOA1 inh,-36,6,-7,-4,-1
NCOA2 inhibitor,-21,3,-11,-12,-10
EBV LMP1 NFkB,1,-3,3,5,-1

The listing, from the first entry:
1: Cc1ccc(C(OC(=O)c2ccco2)C(=O)NC2CCCCC2)cc1 (stereo not given)
2: COc1ccc(CNC(=O)CN(c2ccccc2OC)S(=O)(=O)c2cccs2)cc1
3: CC1c2cc3c(cc2CCN1CC(=O)Nc1ccccc1)OCCCO3 (stereo not given)
4: CCOC(=O)C1=CN(Cc2cccc(F)c2)S(=O)(=O)N(C)C1CCc1ccccc1 (stereo not given)
5: CCC(CC)c1nnc(NC(=O)CCc2ccccc2)s1
6: O=C(NC1=NCCS1)c1nc(-c2ccccc2)n(-c2ccccc2)n1
7: COc1ccc(N2C(=O)CC(Sc3nc(C)cc(C)c3C#N)C2=O)cc1 (stereo not given)
8: Cc1ccc(NC(=O)Nc2ccc3c(c2)CCC3)cc1C

assay / compound,1,2,3,4,5,6,7,8
NR5A2 inv ag,3,-24,17,21,1,14,18,-27
NOD2-RIPK2 inh,-4,-6,4,1,-2,-6,-3,1
ABHD5-PLIN5 inh,2,-9,0,-10,1,-5,7,-9
NR2F2 inh,8,-3,10,1,-12,-2,-21,-9
SRC3 inh,-15,9,17,9,5,21,-26,-30
MC4R barr agon,2.5,-2.6,0.9,-1.1,1.4,-1.2,-0.6,-0.8
MC4R antagonist,8,19,13,2,1,2,-10,-3
TLR9-MyD88 block,-6,-4,5,-7,-11,5,3,11
NCOA1 inh,-36,6,-7,-4,-1,5,-121,-20
NCOA2 inhibitor,-21,3,-11,-12,-10,-7,-4,-14
EBV LMP1 NFkB,1,-3,3,5,-1,8,5,1

9: Clc1ccc(Cc2ccccc2)nn1
10: COc1ccc(S(=O)(=O)Nc2ccc(CC#N)cc2)cc1
11: O=C(CCC(=O)c1ccc(F)cc1)Nc1ccccc1Cl
12: Cc1[nH]c(=O)[nH]c(=O)c1/C=N/NC(=O)[C@H](C)NC(=O)OC(C)(C)C
13: CC(C)(C(=O)c1ccccc1)/[N+]([O-])=C/c1ccccc1
14: Cc1ccc(C2C(=O)N(C3CCCC3)CC(=O)N2C2CCCCC2)cc1 (stereo not given)
15: COc1ccc(CC(=O)N2CCN=C2SCc2cccc([N+](=O)[O-])c2)cc1
16: COCCN1CCN(C(=O)C2CCC(=O)N(Cc3cccc(C(F)(F)F)c3)C2)CC1 (stereo not given)

assay / compound,9,10,11,12,13,14,15,16
NR5A2 inv ag,2,43,4,-1,22,-7,-2,-9
NOD2-RIPK2 inh,-4,3,10,5,4,9,-4,-7
ABHD5-PLIN5 inh,-3,6,7,2,-6,-10,-19,-5
NR2F2 inh,-3,13,-21,4,-9,13,4,12
SRC3 inh,17,8,7,-1,12,-6,-15,13
MC4R barr agon,-0.1,-1.6,-1.9,-0.5,-1.2,-2.8,2.6,-4.0
MC4R antagonist,-6,3,10,2,3,6,-2,6
TLR9-MyD88 block,-1,1,-6,14,2,-4,-3,3
NCOA1 inh,9,-17,-10,6,2,2,-7,10
NCOA2 inhibitor,16,10,-2,12,-3,12,18,-24
EBV LMP1 NFkB,-2,-12,3,-4,-5,-1,2,1

17: c1ccc(-c2ccncc2)nc1
18: CCN1C(=O)/C(=C\c2ccncc2)SC1=Nc1ccc(C)c(C)c1
19: COc1ccc(-n2nc(C(=O)NCC(=O)N3CC(C)CC(C)C3)c3ccccc3c2=O)cc1OC (stereo not given)
20: Cc1c(F)cccc1NS(=O)(=O)c1ccc2c(c1)n(C)c(=O)c(=O)n2C
21: C[N+](C)=C1SCC(C)(/C=N/O)S1 (stereo not given)
22: CC1(OC(=O)CCc2ccccc2)C(=O)C=C2C=C(c3ccc(C#N)cc3)N(CCc3c[nH]c4ccccc34)C=C2C1=O (stereo not given)
23: O=C(O)CCC(=O)Nc1sc2c(c1C(=O)NCc1ccccc1)CCCC2
24: Cc1ccc(-c2csc(NC(=O)C3=COCCO3)n2)cc1

assay / compound,17,18,19,20,21,22,23,24
NR5A2 inv ag,-7,11,18,14,2,11,3,-98
NOD2-RIPK2 inh,6,-4,11,-16,0,-7,-9,1
ABHD5-PLIN5 inh,-2,5,-2,-9,-16,-18,1,8
NR2F2 inh,-7,7,-5,-18,-7,1,1,-36
SRC3 inh,16,7,6,11,-1,-16,-10,-75
MC4R barr agon,-2.1,-0.6,-1.0,-0.7,0.1,-1.3,-1.6,-0.8
MC4R antagonist,2,-5,8,-6,1,3,4,-2
TLR9-MyD88 block,1,-5,-1,-1,-10,-5,10,9
NCOA1 inh,1,-3,19,16,-75,-25,-5,-102
NCOA2 inhibitor,9,-34,28,-9,-13,-5,14,-38
EBV LMP1 NFkB,0,7,-2,4,8,1,2,-34

25: Cc1nnc(Sc2c(-c3ccccc3)c3ccc(Cl)cc3[nH]c2=O)s1
26: COC(=O)c1ccccc1N(C)S(=O)(=O)c1cc2c(cc1C)OCC(=O)N2
27: CC(Nc1ccccc1)c1cc(Cl)ccc1O (stereo not given)
28: O=C(O)c1ccc(NC(=O)C2CCCCC2)cc1
29: Cc1cc(C)nc(CCNC(=O)c2cc(COc3c(F)cccc3F)on2)n1
30: COc1ccc(NC(=S)NCCc2c[nH]c3ccc(OC)cc23)c(OC)c1
31: CN(Cc1ccccc1)C(=O)c1ncn(C)c1C(=O)N(C)Cc1ccccc1
32: CCCNC(=O)NNC(=O)c1ccc(F)cc1

assay / compound,25,26,27,28,29,30,31,32
NR5A2 inv ag,-14,-32,-10,-8,2,8,-2,-21
NOD2-RIPK2 inh,2,-15,5,-15,-3,-4,5,-11
ABHD5-PLIN5 inh,15,-4,-6,-1,2,-5,-8,-5
NR2F2 inh,7,16,-9,10,-6,13,-10,-5
SRC3 inh,-6,1,4,-2,8,11,6,6
MC4R barr agon,0.2,-1.3,0.2,-1.6,-2.8,-1.9,1.1,-0.2
MC4R antagonist,16,15,2,3,-3,12,17,4
TLR9-MyD88 block,1,-10,6,-11,17,3,1,1
NCOA1 inh,-16,-12,-4,7,-9,0,-21,4
NCOA2 inhibitor,8,-5,3,-4,15,-18,-2,7
EBV LMP1 NFkB,0,-1,11,1,-5,3,-6,-2

33: CCCCOC(=O)c1ccccc1N1C(=O)C2C3CCC(C3)C2C1=O (stereo not given)
34: O=S(=O)(c1ccccc1F)N1CCN(c2nc3ccccc3s2)CC1
35: CCOc1ccc(N2C(=O)C3CCCN3C2=O)cc1 (stereo not given)
36: COc1cccc(-n2c(CN3CCN(c4ccccn4)CC3)nc3ccc([N+](=O)[O-])cc3c2=O)c1
37: COc1ccc(NC(=O)CSCC(=O)Nc2ccccc2N2CCCCC2)cc1
38: COc1ccc(/C=N/NC(=O)CNC(=O)c2ccc3c(c2)OCCO3)c(C(=O)O)c1OC
39: COc1ccc(N(C)C(=O)c2oc(=O)c3ccccc3c2-c2ccc(C)cc2)c(OC)c1
40: O=C(NCc1cccc(Cl)c1)C1=CC=CN2CCS(=O)(=O)N=C12

assay / compound,33,34,35,36,37,38,39,40
NR5A2 inv ag,8,-11,-13,30,-39,9,8,-28
NOD2-RIPK2 inh,0,-10,-5,9,-14,-8,7,-19
ABHD5-PLIN5 inh,1,3,-1,0,-14,4,4,-4
NR2F2 inh,21,1,-3,-3,9,-14,9,-10
SRC3 inh,5,-16,-1,10,6,0,-8,3
MC4R barr agon,-1.1,0.7,-2.0,-2.2,2.4,-1.0,-1.4,0.2
MC4R antagonist,-3,3,6,15,14,5,-1,14
TLR9-MyD88 block,4,.,5,6,-2,-2,4,-12
NCOA1 inh,-17,5,6,-4,-12,-34,-12,0
NCOA2 inhibitor,6,-2,9,-18,-7,-33,-4,-53
EBV LMP1 NFkB,-9,-26,-3,3,-4,0,4,1

41: FC(F)(F)c1cc(-c2ccccc2)nc(N2CCCCCC2)n1
42: O=C(CN(c1cccc(C(F)(F)F)c1)S(=O)(=O)c1ccc(Cl)c([N+](=O)[O-])c1)NCc1ccc(F)cc1
43: Cc1ccc(C(=O)c2no[n+]([O-])c2C(=O)c2ccc(C)cc2)cc1
44: COc1ccc(N2C(=O)C3CCCN3C2c2ccccc2)cc1Cl (stereo not given)
45: C#CCOCCOCCOCCNc1nc(N2CCN(C(=O)Cn3cc(CCCCN)nn3)CC2)nc(N2CCN(C(=O)[C@H](Cc3ccc(O)cc3)n3cc(CCO)nn3)CC2)n1
46: O=C(O)c1cccc(C(=O)c2cccc3ccccc23)c1

assay / compound,41,42,43,44,45,46
NR5A2 inv ag,2,0,5,11,9,-11
NOD2-RIPK2 inh,-7,23*,-2,2,-8,5
ABHD5-PLIN5 inh,1,15,0,0,-3,-8
NR2F2 inh,1,-6,-5,-6,-7,11
SRC3 inh,3,-2,1,-14,-4,5
MC4R barr agon,-0.5,0.7,19*,-1.0,-2.0,-0.2
MC4R antagonist,14,29*,18,2,0,-7
TLR9-MyD88 block,-21,6,-7,-1,6,-6
NCOA1 inh,-16,17,-1,-26,-7,-7
NCOA2 inhibitor,10,-4,-2,0,-2,-13
EBV LMP1 NFkB,-5,4,1,-3,12,3

Not all compounds are listed, so the mix of outcomes need not match the whole.
